LEDGF integ inh = blocks HIV-1 LEDGF/p75-dependent DNA integration | actives 0.64% (n = 370,000) | TR-FRET IN-LEDGF/p75 DNA integration, Eu/Cy5 | inhibition, % at 3.7 µM;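 active means inhibition above the screen-wide mean plus 3 SD, cut at about 13% in these data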;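 further: signal is the Cy5 over europium emission ratio at 671 and 618 nm; 0% = plate median of compound wells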
Tn6 DDE FP = inhibitors of Tn6 peptide binding to human fibrin DD(E); P02675; Fibrin DD(E) TRITC-Tn6 fluorescence polarization displacement; inhibition, % at 8.3 µM; actives 0.21% (n = 370,000); AID 720509;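 active means inhibition above a per-campaign cutoff: mean of compounds within control limits plus 3 SD, cut at about 15% in these data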;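 further: 0% = median of all compound wells on the plate and 100% = blocking peptide control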
PLCg1 inh = blocks human PLC-gamma1 enzyme activity | P19174 | purified PLC-gamma1, fluorogenic substrate, fluorescence | inhibition, % at 12.2 µM | actives 0.84% (n = 370,000); in the data active means inhibition above about 9.5%
ADAM10 inh = inhibits human ADAM10. O14672. recombinant ADAM10, EDANS/DABCYL FRET peptide cleavage, 3 h. inhibition, % at 7 µM. actives 0.62% (n = 370,000). AID 720582;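 active means inhibition above a per-campaign cutoff equal to the mean of compounds falling between control-based bounds plus 3 SD, cut at about 20% in these data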;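 further: 0% = DMSO wells while the 100% control is not disclosed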
ADAM17 inh = inhibitors of human ADAM17; P78536; recombinant ADAM17, EDANS/DABCYL FRET peptide cleavage; inhibition, % at 6.95 µM; actives 0.83% (n = 370,000);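 active means inhibition above the mean of compounds lying between control limits plus 3 SD, set per campaign, cut at about 8.5% in these data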;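 further: 0% = DMSO-only wells as the low control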
Target sequence (P78536 215-824 limits assumed): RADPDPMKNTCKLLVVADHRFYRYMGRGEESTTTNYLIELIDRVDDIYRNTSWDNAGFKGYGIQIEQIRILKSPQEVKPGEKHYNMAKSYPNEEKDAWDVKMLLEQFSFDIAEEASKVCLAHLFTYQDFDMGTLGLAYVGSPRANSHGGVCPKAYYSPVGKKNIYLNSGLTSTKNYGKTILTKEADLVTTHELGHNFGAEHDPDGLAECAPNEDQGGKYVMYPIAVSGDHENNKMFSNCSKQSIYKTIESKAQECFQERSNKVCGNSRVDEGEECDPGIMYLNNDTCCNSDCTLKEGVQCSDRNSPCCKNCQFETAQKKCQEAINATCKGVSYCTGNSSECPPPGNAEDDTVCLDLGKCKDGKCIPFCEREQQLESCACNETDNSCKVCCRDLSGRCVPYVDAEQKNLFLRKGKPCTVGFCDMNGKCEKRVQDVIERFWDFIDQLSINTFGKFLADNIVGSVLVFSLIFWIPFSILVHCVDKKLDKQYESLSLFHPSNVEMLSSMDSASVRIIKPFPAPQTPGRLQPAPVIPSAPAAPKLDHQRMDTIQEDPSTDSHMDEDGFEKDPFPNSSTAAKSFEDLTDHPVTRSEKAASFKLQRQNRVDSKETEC
DDE Tn7 FP inh = DD(E)-Tn7 binding inhibition, primary FP screen; inhibition, % at 8.3 µM; actives 0.13% (n = 370,000); FP displacement of FITC-Tn7 peptide from fibrin DD(E); 0% = median of compound wells per plate; P02675;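 active means inhibition above the mean of compounds falling within the control limits plus 3 SD of them, cut at about 14% in these data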;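 further: 0% = plate median of compound wells and 100% = 10 µM Aha-Tn7 peptide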
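Test system: human clot-derived fibrin DD(E) complex / Quantity: 2 µM final DD(E) protein / Incubation: 10 min plus 3 h, room temperature / Measured by: fluorescence polarization / Benchmarks: high control of 10 µM Aha-Tn7 peptide / Replicates: singlicate testing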
proKLK7 act = activates the human kallikrein-7 zymogen. P49862. purified proKLK7, EDANS-DABCYL substrate fluorescence; 100% is mature enzyme control, 0% vehicle. activation, % at 7 µM. actives 0.9% (n = 370,000);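 active means activation above the mean of all tested compounds plus 3 SD, computed per campaign excluding outliers beyond control limits, cut at about 13% in these data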
TDP2 absorb = blocks human TDP2 phosphodiesterase activity; O95551; recombinant TDP2, T5PNP hydrolysis, p-nitrophenol absorbance 415 nm; inhibition, % at 12.8 µM; actives 0.34% (n = 370,000);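 active means inhibition above the mean of all tested compounds plus 3 SD, set per campaign, cut at about 25% in these data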;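 further: 0% = DMSO with enzyme and 100% = buffer with substrate but no TDP2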
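Assay system: Recombinant human TDP2 | Quantity: 120 nM TDP2 per well | Incubation: 2 h at 37 °C | Signal: Epi absorbance | Evaluation: Percent inhibition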
ARFGAP1 inh = rat ARFGAP1 inhibition. inhibition, % at 16.5 µM. Q62848. actives 0.26% (n = 360,000). Arfgap1-stimulated ARF1 GTP hydrolysis, GDP FP detection;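 active means inhibition above a per-plate limit, mean inhibition of low control wells plus 3 SD, cut at about 25% in these data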;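 further: 0% = DMSO wells with enzyme and 100% = wells lacking Arfgap1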
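Material: rat Arfgap1 GAP domain (His6, aa 1-136), purified enzyme. Also added: human ARF1(Δ1-17)-GTP substrate. Compound dosing: 16.5 µM single point, 1.26% DMSO. Timing: enzyme reaction 120 min at 25 °C after 20 min preincubation. Signal: GDP detection by fluorescence polarization. Read-out basis: percent inhibition of GAP-stimulated GDP formation, scaled between DMSO and no-Arfgap1 medians.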
ASAP1 GAP inh = ASAP1 ArfGAP inhibition; inhibition, % at 16.5 µM; ASAP1-stimulated ARF1 GTP hydrolysis, GDP FP detection; actives 0.19% (n = 360,000); in the data active means inhibition above about 25%;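 further: 0% = vehicle with enzyme and substrate and 100% = no enzyme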
Target sequence (Q9ULH1 325-724 limits assumed): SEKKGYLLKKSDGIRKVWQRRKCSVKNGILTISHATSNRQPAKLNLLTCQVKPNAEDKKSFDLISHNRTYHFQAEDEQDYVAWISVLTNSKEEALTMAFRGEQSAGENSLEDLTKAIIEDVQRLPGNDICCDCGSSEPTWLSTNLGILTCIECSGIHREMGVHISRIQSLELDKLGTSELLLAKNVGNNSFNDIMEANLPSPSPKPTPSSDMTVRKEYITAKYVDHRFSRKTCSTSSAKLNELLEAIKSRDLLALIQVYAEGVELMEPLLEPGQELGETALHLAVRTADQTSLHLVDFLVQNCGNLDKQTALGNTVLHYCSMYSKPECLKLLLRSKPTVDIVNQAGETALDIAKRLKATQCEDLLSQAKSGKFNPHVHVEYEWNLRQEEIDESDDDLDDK
Starred values were filed as active, the others as inactive; . = no result given. An unsorted share of the library. About 4.2% of those tested had a hit in this group.

nr	proKLK7 act	TDP2 absorb	compound	ADAM17 inh	LEDGF integ inh	DDE Tn7 FP inh	ASAP1 GAP inh	PLCg1 inh	ADAM10 inh	Tn6 DDE FP	ARFGAP1 inh
1	0.0	-4	COC(=O)c1sc(NC(=O)CN2CCN(c3cccc(Cl)c3)CC2)c(C(=O)OC)c1C	-1	2	-12	12	0	0	5	-1
2	0.1	9	Cc1ccc(SCC(=O)Nc2oc(C)c3c(C)n[nH]c(=O)c23)cc1C	-1	0	-4	-1	-4	-10	2	-11
3	0.5	4	CCN1C(=O)[C@H]2[C@@H](c3ccc(-c4ccc(F)cc4)cc3)N[C@@](CC(C)C)(C(=O)OC)[C@H]2C1=O	-1	-1	4	-1	2	-3	1	6
4	-0.2	3	Cc1nn(Cc2ccccc2)c(Cl)c1C(=O)OCC#N	-1	2	-3	-1	3	-5	-9	3
5	0.2	2	O=S(=O)(c1ccccc1)N1CCN(Cc2ccccc2C(F)(F)F)CC1	4	1	-1	-10	2	6	6	12
6	0.8	2	CCOC(=O)N1CCN(c2ccc(S(=O)(=O)N3CCC(C)CC3)cc2[N+](=O)[O-])CC1	3	1	4	10	1	0	9	-14
7	0.1	5	CC(C)(C)OC(=O)N1CCCC(C(=O)Nc2ccc(C(=O)NC3CC3)cc2)C1 (configuration not stated)	-5	0	3	13	-1	-18	4	-3
8	0.7	11	Cc1nnsc1C(=O)NNC(=O)c1ccc(C(F)(F)F)cc1	2	4	-3	-5	3	0	3	-8

Grouped by structure: those above containing a halogen (5)
nr	proKLK7 act	TDP2 absorb	compound	ADAM17 inh	LEDGF integ inh	DDE Tn7 FP inh	ASAP1 GAP inh	PLCg1 inh	ADAM10 inh	Tn6 DDE FP	ARFGAP1 inh
1	0.0	-4	COC(=O)c1sc(NC(=O)CN2CCN(c3cccc(Cl)c3)CC2)c(C(=O)OC)c1C	-1	2	-12	12	0	0	5	-1
3	0.5	4	CCN1C(=O)[C@H]2[C@@H](c3ccc(-c4ccc(F)cc4)cc3)N[C@@](CC(C)C)(C(=O)OC)[C@H]2C1=O	-1	-1	4	-1	2	-3	1	6
4	-0.2	3	Cc1nn(Cc2ccccc2)c(Cl)c1C(=O)OCC#N	-1	2	-3	-1	3	-5	-9	3
5	0.2	2	O=S(=O)(c1ccccc1)N1CCN(Cc2ccccc2C(F)(F)F)CC1	4	1	-1	-10	2	6	6	12
8	0.7	11	Cc1nnsc1C(=O)NNC(=O)c1ccc(C(F)(F)F)cc1	2	4	-3	-5	3	0	3	-8

(more compounds)
nr	proKLK7 act	TDP2 absorb	compound	ADAM17 inh	LEDGF integ inh	DDE Tn7 FP inh	ASAP1 GAP inh	PLCg1 inh	ADAM10 inh	Tn6 DDE FP	ARFGAP1 inh
9	0.1	-16	Cc1ccc(C)c(S(=O)(=O)NCC(=O)N2CCCC2)c1	2	6	-7	1	5	3	5	-9
10	-0.3	-2	O=C(Nc1ccc(F)cc1)C1C(c2ccccc2)C1(Cl)Cl (configuration not stated)	6	-4	1	23	-1	11	5	20
11	0.0	-3	Cc1csc(N2CCCC2c2nc3cc(Cl)c(N4CCCCC4)cc3n2CCCO)n1 (configuration not stated)	-1	2	-11	14	-1	-1	3	9
12	-0.1	-22	COC(=O)c1cc(=O)n(-c2c(Cl)cc(C(F)(F)F)cc2Cl)[nH]1	3	6	-5	-13	2	18	1	-11
13	0.5	3	CSCCC(C(=O)NC(C)(C)C)n1c(-c2cccc(NC(C)=O)c2)nc2ccccc21 (configuration not stated)	-5	1	-2	6	-5	-29	1	1
14	-0.5	7	O=c1[nH]c(C2CCCN(S(=O)(=O)c3ccc(F)cc3)C2)nc2c1nnn2Cc1ccccc1 (configuration not stated)	-3	0	-1	-7	-1	3	5	-5
15	0.0	-5	COCCNC(=O)c1onc(CSc2cc(C)ccc2C)c1C(=O)O	-6	3	1	13	1	4	1	-11
16	-0.8	-3	Cn1c(-c2ccccc2[N+](=O)[O-])[n+](C)c2ccccc21	-5	-4	4	-14	-4	-12	-6	-11
17	-0.7	-7	O=C(CN1CCCCC1)Nc1cccc([N+](=O)[O-])c1	0	1	-3	5	5	0	-6	7
18	-0.1	-5	CCC(=O)NC(=S)Nc1ccc(-c2nc3ccc(C)cc3s2)cc1	-21	2	4	-3	5	-67	14	-3
19	0.4	4	Cc1ccc(Cn2cc(CN(C)C3CN(Cc4cn(Cc5ccc(C)cc5)nn4)S(=O)(=O)C3)nn2)cc1 (configuration not stated)	-5	2	-1	-1	1	-1	12	4
20	-0.9	10	O=C(NCc1ccco1)C1(S(=O)(=O)c2ccccc2)CC=CC1	-2	-2	3	-8	-1	8	-1	6
21	-0.5	-5	CN(CC(=O)Nc1ccc(F)cc1)S(=O)(=O)c1ccc2c(c1)c(=O)n(C)c(=O)n2C	-4	-3	5	-9	3	1	0	-14
22	0.3	10	COc1ccc(N2CCN(C(=O)C(=O)c3cn(CC(=O)N4CCCCCC4)c4ccccc34)CC2)cc1	3	0	1	-5	-3	-3	-5	-1
23	0.1	6	O=C(O)C1CCC(CNS(=O)(=O)c2ccccc2)CC1 (configuration not stated)	0	-5	6	-2	-1	-7	1	-6
24	-0.5	5	Cc1ccc(C(=O)NCC(=O)NCC(c2cccs2)N2CCOCC2)cc1 (configuration not stated)	-5	0	2	-10	-1	-7	0	12

Three entries out of the list, arranged by molecular weight, lowest first.
nr	proKLK7 act	TDP2 absorb	compound	ADAM17 inh	LEDGF integ inh	DDE Tn7 FP inh	ASAP1 GAP inh	PLCg1 inh	ADAM10 inh	Tn6 DDE FP	ARFGAP1 inh
20	-0.9	10	O=C(NCc1ccco1)C1(S(=O)(=O)c2ccccc2)CC=CC1	-2	-2	3	-8	-1	8	-1	6
24	-0.5	5	Cc1ccc(C(=O)NCC(=O)NCC(c2cccs2)N2CCOCC2)cc1 (configuration not stated)	-5	0	2	-10	-1	-7	0	12
19	0.4	4	Cc1ccc(Cn2cc(CN(C)C3CN(Cc4cn(Cc5ccc(C)cc5)nn4)S(=O)(=O)C3)nn2)cc1 (configuration not stated)	-5	2	-1	-1	1	-1	12	4

Other records.
nr	proKLK7 act	TDP2 absorb	compound	ADAM17 inh	LEDGF integ inh	DDE Tn7 FP inh	ASAP1 GAP inh	PLCg1 inh	ADAM10 inh	Tn6 DDE FP	ARFGAP1 inh
25	0.6	-16	NC(=O)Nn1c(CCC(=O)O)ccc1-c1ccc(F)cc1	-17	2	7	-13	-6	-70	-1	-1
26	0.2	1	CCCCOc1ccc(S(=O)(=O)N2CCCCC2)cc1	-2	1	9	-8	3	3	4	0
27	.	1	CCC(=O)OCCCN1CCC2(CCCCC2)C1=O	1	2	-7	.	5	4	1	.
28	0.3	-7	CCOC(=O)CN(C(=O)CSc1nnc2c(n1)[nH]c1c(C)cc(C)cc12)c1ccccc1	-1	-2	3	-9	2	8	-1	-4
29	0.4	8	Cc1cc(NC(=O)c2ccc(NS(=O)(=O)c3ccccc3)cc2)no1	1	5	2	.	4	2	-4	.
30	-0.1	-2	CCOC(=O)C1(CCOc2ccccc2)CCN(Cc2ccc(OCC)c(CO)c2)CC1	0	4	6	-2	5	10	1	6
31	0.2	5	COc1ccccc1NC(=O)CCS(=O)(=O)c1ccc2c(c1)oc(=O)n2C	0	-2	8	-9	0	9	-9	5
32	-0.4	-2	O=C(CSc1nc2c(sc3ccccc32)c(=O)n1Cc1ccco1)NCC1CCCO1 (configuration not stated)	-6	-2	4	10	-3	-16	9	5
33	0.6	9	CN(Cc1ccccc1)C(=O)C1CCCN1S(=O)(=O)c1ccc2c(c1)n(C)c(=O)c(=O)n2C (configuration not stated)	-3	1	-7	18	-2	-9	-7	3
34	-0.3	8	C[C@H](CO)N1C[C@H](C)[C@@H](CN(C)S(=O)(=O)c2ccc(-c3ccccc3)cc2)OCc2cn(nn2)CCCC1=O	-1	3	-2	-1	4	2	1	-1
35	-7.0	2	COc1cc(-c2cc(-c3ccc(N)cc3)[nH]c(=O)c2C#N)cc(OC)c1OC	-9	-8	0	-8	-204	-6	-5	6
36	-0.3	1	CC(C)NC(=O)N(C)C[C@@H]1OCc2cnnn2CCCC(=O)N([C@H](C)CO)C[C@H]1C	-9	3	3	-3	5	-19	1	5
37	0.2	-3	COc1ccc(-n2ncc3c(NC(C)C)ncnc32)cc1	-4	1	7	4	-9	-1	-2	-8
38	-0.1	-8	Clc1ccc(SCCCCN2CCOCC2)cc1	5	3	0	3	14*	7	-7	-4
39	-0.3	-16	O=C(Nc1ccccc1Cc1ccccc1)c1ccccc1F	8	0	0	1	9	16	4	11
40	0.1	-22	O=C(c1ccc(-c2ccccc2)cc1)C1CCCN(C(=O)Cn2cncn2)C1 (configuration not stated)	-1	-3	2	7	3	-10	3	1

Reprinted from the part before: two compounds, then new ones.
nr	proKLK7 act	TDP2 absorb	compound	ADAM17 inh	LEDGF integ inh	DDE Tn7 FP inh	ASAP1 GAP inh	PLCg1 inh	ADAM10 inh	Tn6 DDE FP	ARFGAP1 inh
39	-0.3	-16	O=C(Nc1ccccc1Cc1ccccc1)c1ccccc1F	8	0	0	1	9	16	4	11
40	0.1	-22	O=C(c1ccc(-c2ccccc2)cc1)C1CCCN(C(=O)Cn2cncn2)C1 (configuration not stated)	-1	-3	2	7	3	-10	3	1
41	-0.2	-9	CN(c1ccccc1)S(=O)(=O)c1ccc(Cl)c(C(=O)NCCc2c[nH]c3ccccc23)c1	7	2	-8	-3	2	16	-7	9
42	0.4	-5	CC(C)[C@H](NC(=O)c1ccccc1)C(=O)NC1=NCCS1	-4	-2	0	4	-2	-5	-6	4
43	0.1	-2	CNC(=O)C1=NCCCc2cc(OC)c(OC)cc21	-1	-4	-2	0	-2	1	5	4
44	0.4	12	O=C(CN1C(=O)CSc2ccc(S(=O)(=O)N3CCOCC3)cc21)NCc1ccc(Cl)cc1	-3	-2	2	-7	-1	-2	0	-4
45	8.8	-16	Cc1c(-c2ccccc2)c(P(=O)(N2CCOCC2)N2CCOCC2)c2ccccn12	-32	1	-5	12	-109	-99	-3	1
46	-0.1	6	CCn1c(C(=O)N2CCc3ccccc3C2)cc2sccc21	-1	2	3	11	-6	-3	-8	1
47	0.7	-20	COc1ccc(S(=O)(=O)N2CCCCCC2)cc1NC(=O)CN1C(=O)CNC1=O	7	-4	-5	0	11*	-6	-1	-1
48	0.8	-2	O=C(Nc1ccc(Cl)cc1[N+](=O)[O-])c1ccc2c(c1)OCCO2	0	0	-1	10	1	-11	1	6
49	-1.3	4	CC(C)(C)C(=O)Nc1ccc2oc(-c3cc(F)c(F)cc3Cl)nc2c1	-35	0	3	-1	-66	-89	3	-8
50	0.5	-10	CCOC(=O)c1sc2c(c1C)c(=O)c(C(=O)OCC)cn2CC	-15	2	1	-1	0	-36	2	-3
51	-0.4	6	Cc1nc2ccccc2n1/N=C/c1ccc([N+](=O)[O-])o1	-2	1	2	-4	1	3	8	0
